High-throughput results as filed in PubChem.
ABCG2 block: blocks JC-1 efflux by human ABCG2 transporter; Q9UNQ0; IgMXP3 cells, flow cytometry; inhibition, % at 6.6 µM; actives 0.1% (n = 190,000);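 active = inhibition above 80%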;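 note: 0% = DMSO and 100% = nicardipine control wells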
Target sequence (Q9UNQ0 whole entry, looked up): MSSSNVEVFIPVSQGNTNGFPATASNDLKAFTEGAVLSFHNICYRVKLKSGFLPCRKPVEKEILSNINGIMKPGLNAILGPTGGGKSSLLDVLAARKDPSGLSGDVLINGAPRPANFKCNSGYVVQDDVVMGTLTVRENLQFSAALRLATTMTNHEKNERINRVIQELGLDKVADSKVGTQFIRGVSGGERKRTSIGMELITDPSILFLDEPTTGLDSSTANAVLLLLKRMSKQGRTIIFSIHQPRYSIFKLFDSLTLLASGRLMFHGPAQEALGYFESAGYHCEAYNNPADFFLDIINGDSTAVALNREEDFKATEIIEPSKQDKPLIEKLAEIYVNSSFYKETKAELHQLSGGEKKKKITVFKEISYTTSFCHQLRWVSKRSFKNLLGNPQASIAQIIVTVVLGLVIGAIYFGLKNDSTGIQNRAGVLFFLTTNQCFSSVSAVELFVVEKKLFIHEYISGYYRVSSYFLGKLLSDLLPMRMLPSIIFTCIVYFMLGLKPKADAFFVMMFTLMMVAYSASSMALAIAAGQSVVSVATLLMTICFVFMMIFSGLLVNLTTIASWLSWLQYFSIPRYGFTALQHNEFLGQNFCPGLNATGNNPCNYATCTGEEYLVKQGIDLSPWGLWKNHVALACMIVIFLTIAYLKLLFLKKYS
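Measure – % inhibition of efflux relative to nicardipine and DMSO · Test system – ABCG2 IgMXP3 and barcoded ABCB1 CCRF-Adr cell mix · Control set – nicardipine as high control, DMSO as low control · Compound – one concentration, 6.6 µM final · Signal – flow cytometry of retained JC-1 fluorescence · Timing – 10 min exposure at 25 °C with rotation, no wash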
Cdc42 wt GTP: changes GTP binding to wildtype human Cdc42; P60953; GST-Cdc42 beads, Bodipy-GTP binding, flow cytometry; actives lie on both sides; percent activity (GTP binding), % at 10 µM; actives 0.2% (n = 190,000);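 active = percent activity GTP binding at least 20 points away from the 100% baseline, either down as inhibitor or up as activator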;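 note: median bead fluorescence of bound Bodipy-FL-GTP at 100 nM; 0% = excess unlabeled GTP control and 100% = no compound control; below 100% means less GTP binding so inhibitor and above means activator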
Target sequence (P60953 whole entry, looked up): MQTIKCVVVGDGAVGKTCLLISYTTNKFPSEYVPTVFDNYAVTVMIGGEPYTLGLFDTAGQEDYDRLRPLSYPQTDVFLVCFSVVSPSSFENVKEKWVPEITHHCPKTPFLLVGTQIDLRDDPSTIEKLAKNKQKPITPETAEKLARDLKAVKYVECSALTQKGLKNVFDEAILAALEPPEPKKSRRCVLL
Rab7 wt modul: dog Rab7 wildtype GTP binding, inhibitors and activators; GST-Rab7 beads, fluorescent GTP binding, flow cytometry; actives lie on both sides; untreated = 100%, excess cold GTP = 0%; GTP binding activity (percent of control), % at 10 µM; actives 0.055% (n = 190,000); AID 758;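 active = fluorescent GTP binding to Rab7 beads changed by at least 20 points from the 100% baseline, either direction, mostly lower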;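 note: median green fluorescence of bound Bodipy-FL-GTP per Rab7 bead population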
Mcl1-Noxa inh: Mcl-1/Noxa interaction inhibition. Q07820. TR-FRET Mcl-1/Noxa peptide binding, 2 h. inhibition, % at 21.7 µM. actives 1.5% (n = 220,000). AID 1022;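 active = compounds that cut the protein-peptide binding signal by more than 50% relative to plate controls in a single-dose test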;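 note: His-tagged Mcl-1 with rhodamine Noxa BH3 peptide and terbium anti-His antibody; 0% = Mcl-1 plus Noxa peptide wells and 100% = peptide-only wells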
Avidin bead fluor: compound fluoresces at 488/530 nm on avidin beads | actives 0.38% (n = 220,000) | fluorescence (KMESF) at 10 µM | compound fluorescence 488/530 nm, flow cytometry; hits give high values; in the data active = fluorescence above about 47; note: inactives centre near 10
HRas wt GTP bind: modulators of GTP binding to human HRas wildtype. P01112. GST-Ras wt beads, Bodipy-FL-GTP binding, flow cytometry; actives lie on both sides. GTP binding activity, % at 10 µM. actives 0.14% (n = 190,000). AID 759;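 active = GTP binding activity at least 20% away from the 100% baseline, either lowered as inhibitor or raised as activator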;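 note: 0% = unlabeled GTP competition control and 100% = no-compound control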
Target sequence (P01112 whole entry, looked up): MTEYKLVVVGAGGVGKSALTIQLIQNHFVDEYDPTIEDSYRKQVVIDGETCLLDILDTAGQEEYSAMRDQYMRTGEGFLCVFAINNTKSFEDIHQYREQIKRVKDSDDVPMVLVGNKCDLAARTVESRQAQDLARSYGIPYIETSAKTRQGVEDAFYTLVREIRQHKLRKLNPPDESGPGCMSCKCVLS
Rab2 wt GTP: changes GTP binding to wildtype dog Rab2A, up or down. P61105. GST-Rab2 wt beads, Bodipy-GTP binding, flow cytometry. GTP binding activity, % at 10 µM. actives 0.19% (n = 190,000);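 active = GTP binding activity at least 20 points away from 100%, either lowered or raised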;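 note: 0% = beads with excess unlabeled GTP and 100% = no-compound control corrected for plate trend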
Pf gametocyte: kills late stage P. falciparum gametocytes | inhibition, % at 10.9 µM | actives 0.065% (n = 150,000) | P. falciparum stage V gametocytes, ATP luminescence, 24 h;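 active = inhibition above the mean plus 3 SD of compounds within the control limits, set per campaign, cut at about 38% in these data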;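 note: 0% = DMSO wells and 100% = medium only without gametocytes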
ABCB1 block: blocks JC-1 efflux by human ABCB1 transporter | P08183 | CCRF-Adr cells, flow cytometry | inhibition, % at 6.6 µM | actives 0.067% (n = 190,000) | AID 1326; in the data active = inhibition above about 40%;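 note: 0% = vehicle and 100% = reference inhibitor; higher value means more JC-1 retained so stronger ABCB1 efflux block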
Rac1 wt GTP bind: alters GTP binding to wildtype human Rac1; P63000; GST-Rac1 beads, fluorescent GTP binding, flow cytometry; actives lie on both sides; 0 = cold GTP competed, 100 = untreated; GTP binding activity (% of control), % at 10 µM; actives 0.27% (n = 190,000);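 active = GTP binding activity at least 20 points away from the 100% control level, either lower or higher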
Rac1 act GTP bind: alters GTP binding to activated mutant human Rac1; percent activity (GTP binding), % at 10 µM; GST-Rac1 activated beads, fluorescent GTP binding, flow cytometry; actives lie on both sides; 100% means binding = to untreated wells; actives 0.11% (n = 190,000);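 active = GTP binding at least 20 percentage points away from the 100% baseline, in either direction, so actives lie on both sides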
Numbers without * were called inactive; . = not tested or not shown; & = joins results of further samples.

SMILES | ABCG2 block | Cdc42 wt GTP | Rab7 wt modul | Mcl1-Noxa inh | Avidin bead fluor | HRas wt GTP bind | Rab2 wt GTP | Pf gametocyte | ABCB1 block | Rac1 wt GTP bind | Rac1 act GTP bind
COc1cc(OC)c(NC(=O)CCNS(=O)(=O)c2ccc3c(c2)oc(=O)n3C)cc1Cl | 3 | 96 | 93 | 3 | 32 | 92 | 96 | 17 | 0.9 | 91 | 94
CC(=O)Nc1ccc(NC(=O)COC(=O)c2c(C)nn(-c3ccccc3)c2C)cc1 | -4 | 105 | 100 | 20 | 15 | 101 | 100 | 0 | 0.1 | 101 | 102
Cc1cc(/C=C2/NC(=O)NC2=O)c(C)n1-c1cccnc1 | 2 | 99 | 96 | 19 | 15 | 96 | 97 | -11 | . | 96 | 97
CC(C)Cn1nc(NC(=O)C2CCCO2)c2cc3ccccc3nc21 (stereo not given) | 12 | 99 | 96 | . | 8 | 100 | 99 | -16 | 0.6 | 100 | 98
COc1ccc(/C(C#N)=C/c2c(-c3ccc(Cl)cc3)nc3c(C)cccn23)cc1 | 16 | 101 | 97 | 12 | 11 | 100 | 99 | 4 | 1.4 | 101 | 98
Cc1ccccc1N1C(=O)c2ccccc2C1Nc1cccnc1 (stereo not given) | 1 | 101 | 106 | 12 | 9 | 102 | 105 | . | 0.0 | 104 | 97
O=C(C1CCCO1)N1CCc2ccccc21 (stereo not given) | 4 | 95 | 99 | 10 | 7 | 96 | 93 | . | 0.6 | 94 | 95
CC1CCC(C(=O)NC(C(=O)NCCN2CCC(C)CC2)C(C)C)CC1 (stereo not given) | 2 | 102 | 98 | 9 | 11 | 100 | 98 | . | 0.8 | 98 | 96
Cc1nn(S(=O)(=O)N2CCOCC2)c(C)c1Br | 3 | 97 | 98 | 3 | 24 | 98 | 97 | 4 | 0.7 | 100 | 98
COc1ccc(CC(=O)Nc2nc(-c3ccncc3)cs2)cc1 | 10 | 99 | 103 | 30 | 11 | 96 | 99 | . | -1.3 | 97 | 99
COc1ccc(CCNC(=O)Cn2c(=O)n(-c3cc(F)ccc3F)c(=O)c3sccc32)cc1OC | 3 | 96 | 103 | 8 | 27 | 100 | 97 | 7 | 0.5 | 103 | 95
Cc1cc(C)n2nc(SCC#N)nc2n1 | 3 | 102 | 99 | -5 | 25 | 98 | 97 | . | 0.4 | 101 | 100
COc1cccc(CNC(=O)c2ccc(S(=O)(=O)N3CCCC3)cc2)c1 | 4 | 104 | 99 | -1 | 8 | 103 | 101 | . | 0.6 | 103 | 100
CCOC(=O)N1CCN(C(=O)CN(Cc2ccccc2)S(=O)(=O)c2ccc(OC)c(C)c2)CC1 | 3 | 103 | 103 | 11 | 14 | 101 | 101 | 13 | 7.7 | 105 | 98
Cc1ccccc1N(CC(=O)N1CCN(c2ccccc2)CC1)S(C)(=O)=O | 1 | 103 | 100 | -7 | 25 | 101 | 100 | . | 0.5 | 107 | 101
CCCCCCC(=O)NC(Nc1ccc(S(N)(=O)=O)cc1)C(Cl)(Cl)Cl (stereo not given) | 20 | 97 | 100 | 7 | 14 | 99 | 97 | . | 0.6 | 101 | 95
CC1CC2(CC(C)(C(=O)CSc3n[nH]c(-c4ccccc4Cl)n3)OC2=O)C(=O)O1 (stereo not given) | 15 | 98 | 100 | 15 | 13 | 98 | 99 | . | -1.7 | 105 | 100
CCCn1nnc(NC(=O)c2ccc(OC)cc2)n1 | 4 | 99 | 101 | -5 | 5 | 103 | 102 | . | 0.5 | 106 | 100
O=C1NN=C(c2ccc(Br)cc2)CC1c1ccc(Cl)cc1 (stereo not given) | 10 | 92 | 102 | 21 | 11 | 96 | 97 | . | 3.6 | 97 | 94
N#Cc1ccc(CNc2cnccn2)cc1 | 1 | 100 | 93 | 4 | 38 | 98 | 95 | . | 0.1 | 100 | 99
CCOC(=O)COc1ccc(S(=O)(=O)NCCC2=CCCCC2)cc1 | 1 | 99 | 98 | 5 | 31 | 97 | 96 | . | 0.1 | 99 | 96
Cc1cccc2sc(NNC(=O)c3ccc(S(=O)(=O)N4CCc5ccccc5C4)cc3)nc12 | -2 | 96 | 96 | -59 | 7 | 100 | 100 | . | -0.7 | 104 | 97
COCCNC(=O)CS(=O)Cc1nc(-c2ccc(Cl)cc2)oc1C (stereo not given) | -3 | 105 | 100 | 13 | 7 | 101 | 101 | . | -1.5 | 106 | 101
COc1ccc(C2C(C#N)=C(N)OC3=C2C(=O)CC(C)(C)C3)cc1Cn1cc([N+](=O)[O-])cn1 (stereo not given) | 21 | 104 | 101 | 3 | 8 | 101 | 100 | 1 | 2.1 | 105 | 100
CCn1ncc(/C=N/NC(=O)c2cc(Cl)ccc2OC)c1C | 7 | 99 | 102 | 6 | 4 | 102 | 98 | 15 | 0.1 | 102 | 99

Entries of single compounds, quoted from the list. Screens in order: ABCG2 block, Cdc42 wt GTP, Rab7 wt modul, Mcl1-Noxa inh, Avidin bead fluor, HRas wt GTP bind, Rab2 wt GTP, Pf gametocyte, ABCB1 block, Rac1 wt GTP bind, Rac1 act GTP bind
COc1ccc(C2C(C#N)=C(N)OC3=C2C(=O)CC(C)(C)C3)cc1Cn1cc([N+](=O)[O-])cn1 (stereo not given) is entered as 21, 104, 101, 3, 8, 101, 100, 1, 2.1, 105, 100
CCOC(=O)N1CCN(C(=O)CN(Cc2ccccc2)S(=O)(=O)c2ccc(OC)c(C)c2)CC1 is entered as 3, 103, 103, 11, 14, 101, 101, 13, 7.7, 105, 98
CCCCCCC(=O)NC(Nc1ccc(S(N)(=O)=O)cc1)C(Cl)(Cl)Cl (stereo not given) is entered as 20, 97, 100, 7, 14, 99, 97, ., 0.6, 101, 95
Cc1cc(C)n2nc(SCC#N)nc2n1 is entered as 3, 102, 99, -5, 25, 98, 97, ., 0.4, 101, 100

Other entries.
SMILES | ABCG2 block | Cdc42 wt GTP | Rab7 wt modul | Mcl1-Noxa inh | Avidin bead fluor | HRas wt GTP bind | Rab2 wt GTP | Pf gametocyte | ABCB1 block | Rac1 wt GTP bind | Rac1 act GTP bind
Cc1ccc(-n2c(C)cc(C(=O)COC(=O)c3ccc[nH]c3=O)c2C)cc1C | -16 | 97 | 97 | 7 | 12 | 99 | 97 | 16 | -0.2 | 100 | 96
O=S(=O)(c1ccccc1)n1ccc2ccccc21 | 1 | 103 | 102 | -1 | 40 | 102 | 100 | 20 | 0.4 | 103 | 99
Cc1sc2nc(SCC(=O)Nc3ccc(S(=O)(=O)NCCCC(=O)O)cc3)[nH]c(=O)c2c1C | -2 | 88 | 101 | 16 | 3 | 93 | 92 | -6 | -1.1 | 88 | 87
O=C(NCc1ccco1)C(Cc1ccccc1)NS(=O)(=O)c1cccc2nsnc12 (stereo not given) | 32 | 100 | 101 | 5 | 32 | 98 | 101 | -7 | 4.1 | 102 | 98
N#CCCn1cc(C(=O)N2CCCCC2)c(-c2cccc([N+](=O)[O-])c2)n1 | 5 | 97 | 101 | 6 | 11 | 98 | 96 | -13 | 0.5 | 101 | 99
Cc1cc(NC(=O)CCCN2C(=O)/C(=C\c3cccs3)SC2=S)no1 | -4 | 99 | 100 | 6 | 23 | 98 | 99 | . | -0.9 | 104 | 99
Cc1nc2c3cc(F)ccc3n(Cc3ccccc3F)c2s1 | 0 | 97 | 99 | 23 | 8 | 99 | 98 | 0 | 0.0 | 100 | 100
Cc1nn(CC(=O)c2ccccc2)c(=O)c2nn(-c3ccccc3F)c(C)c12 | 1 | 99 | 106 | 11 | 3 | 100 | 100 | 17 | 0.4 | 101 | 99
COC(=O)C(C)N1C(=O)S/C(=C/c2cc(C)n(-c3ccccn3)c2C)C1=O (stereo not given) | 2 | 108 | 103 | -10 | 8 | 105 | 103 | . | 0.7 | 110 | 102
O=C(COC(=O)CNC(=O)c1sc2ccccc2c1Cl)Nc1cc(Cl)cc(Cl)c1 | -1 | 97 | 105 | -10 | 12 | 99 | 99 | 2 | -0.1 | 101 | 96
CC(Oc1ccccc1Br)C(=O)N1CCc2ccccc21 (stereo not given) | 3 | 103 | 99 | 10 | 14 | 103 | 101 | . | 0.5 | 103 | 99
Cc1nc2ccccc2nc(C)c1=NOCc1ccc(Cl)cc1Cl | 3 | 101 | 99 | 13 | 3 | 99 | 98 | . | 1.6 | 101 | 100
COc1cccc(C(=O)CN(C(=O)c2ccc(Cl)cc2Cl)N2C(=O)c3ccccc3C2=O)c1 | -2 | 101 | 98 | -2 | 13 | 102 | 99 | 3 | 1.4 | 103 | 102
CCCNC(=O)COC(=O)/C=C/c1cccc(F)c1 | 1 | 94 | 94 | -5 | 22 | 93 | 95 | . | 0.1 | 93 | 92
O=c1[nH]cnc2sc(-c3ccccc3)cc12 | 3 | 96 | 96 | 10 | 9 | 96 | 91 | . | 0.1 | 97 | 97
CCc1ccc(C(=O)COC(=O)CNC(=O)COc2ccccc2)cc1 | 2 | 94 | 97 | 8 | 5 | 98 | 94 | 8 | 0.1 | 99 | 95
Cn1ncc(C#N)c1NC(=O)c1cc(-c2ccccc2Cl)on1 | 0 | 99 | 101 | 10 | 11 | 99 | 99 | . | -0.5 | 98 | 96
O=C(O)c1cnn2c1NC(c1cccs1)CC2C(F)(F)F (stereo not given) | 1 | 105 | 102 | 14 | 11 | 103 | 105 | 2 | 0.2 | 106 | 100
COc1ccc(CNC(=O)C(C)c2ccc([N+](=O)[O-])cc2)cc1 (stereo not given) | 5 | 92 | 95 | -16 | 10 | 94 | 95 | 6 | 0.2 | 94 | 93
COC(=O)c1ccc(C)c(NC(=O)CCc2cc(OC)c(OC)c(OC)c2)c1 | 2 | 101 | 98 | -2 | 15 | 99 | 99 | -19 | 0.4 | 103 | 101
CC(C)N1C(=O)CCC1C(=O)NCc1cccs1 (stereo not given) | -2 | 98 | 107 | -6 | 7 | 97 | 99 | . | -0.7 | 99 | 94
Cc1nnn(C23CC4CC(CC(C4)C2)C3)n1 | 1 | 96 | 100 | 4 | 14 | 97 | 98 | . | 0.1 | 98 | 97
Cc1cc(C(=O)N2CCCC(C(=O)c3cccc4ccccc34)C2)nc(C)n1 (stereo not given) | -1 | 94 | 90 | 11 | 4 | 92 | 93 | -11 | 0.1 | 97 | 95
CCc1nn2c(N)c(/C=C3\C=Nc4ccccc43)c(=O)nc2s1 | -9 | 99 | 97 | 27&22 | 8&0 | 97 | 97 | -3&6 | -1.0 | 99 | 99
COc1ccc(CNc2nc(C)c([N+](=O)[O-])c(C)c2C#N)cc1 | 8 | 97 | 99 | 11 | 24 | 96 | 96 | . | 0.0 | 98 | 95
NNC(=O)Cn1c(COc2ccc(Cl)cc2)nc2ccccc21 | 2 | 95 | 101 | -4 | 5 | 97 | 96 | . | -0.4 | 105 | 99
CCOCC(=O)N1CCN(c2ccc([N+](=O)[O-])cc2)CC1 | 6 | 103 | 96 | 11 | 11 | 99 | 95 | . | 0.5 | 102 | 98
Cn1nc(C(F)(F)F)c(C(=O)Nc2ccc(F)cc2F)c1Cl | 6 | 95 | 102 | 6 | 8 | 99 | 98 | . | 0.5 | 96 | 94
